TcdB GH inh – inhibitors of Clostridioides difficile toxin B glycohydrolase | hit rate 0.24% among 350,000 | inhibition, % at 9.99 µM | P18177 | TcdB glycohydrolase enzymatic assay, plate reader; in the data active = inhibition above about 10%
Target sequence (P18177 whole entry, looked up): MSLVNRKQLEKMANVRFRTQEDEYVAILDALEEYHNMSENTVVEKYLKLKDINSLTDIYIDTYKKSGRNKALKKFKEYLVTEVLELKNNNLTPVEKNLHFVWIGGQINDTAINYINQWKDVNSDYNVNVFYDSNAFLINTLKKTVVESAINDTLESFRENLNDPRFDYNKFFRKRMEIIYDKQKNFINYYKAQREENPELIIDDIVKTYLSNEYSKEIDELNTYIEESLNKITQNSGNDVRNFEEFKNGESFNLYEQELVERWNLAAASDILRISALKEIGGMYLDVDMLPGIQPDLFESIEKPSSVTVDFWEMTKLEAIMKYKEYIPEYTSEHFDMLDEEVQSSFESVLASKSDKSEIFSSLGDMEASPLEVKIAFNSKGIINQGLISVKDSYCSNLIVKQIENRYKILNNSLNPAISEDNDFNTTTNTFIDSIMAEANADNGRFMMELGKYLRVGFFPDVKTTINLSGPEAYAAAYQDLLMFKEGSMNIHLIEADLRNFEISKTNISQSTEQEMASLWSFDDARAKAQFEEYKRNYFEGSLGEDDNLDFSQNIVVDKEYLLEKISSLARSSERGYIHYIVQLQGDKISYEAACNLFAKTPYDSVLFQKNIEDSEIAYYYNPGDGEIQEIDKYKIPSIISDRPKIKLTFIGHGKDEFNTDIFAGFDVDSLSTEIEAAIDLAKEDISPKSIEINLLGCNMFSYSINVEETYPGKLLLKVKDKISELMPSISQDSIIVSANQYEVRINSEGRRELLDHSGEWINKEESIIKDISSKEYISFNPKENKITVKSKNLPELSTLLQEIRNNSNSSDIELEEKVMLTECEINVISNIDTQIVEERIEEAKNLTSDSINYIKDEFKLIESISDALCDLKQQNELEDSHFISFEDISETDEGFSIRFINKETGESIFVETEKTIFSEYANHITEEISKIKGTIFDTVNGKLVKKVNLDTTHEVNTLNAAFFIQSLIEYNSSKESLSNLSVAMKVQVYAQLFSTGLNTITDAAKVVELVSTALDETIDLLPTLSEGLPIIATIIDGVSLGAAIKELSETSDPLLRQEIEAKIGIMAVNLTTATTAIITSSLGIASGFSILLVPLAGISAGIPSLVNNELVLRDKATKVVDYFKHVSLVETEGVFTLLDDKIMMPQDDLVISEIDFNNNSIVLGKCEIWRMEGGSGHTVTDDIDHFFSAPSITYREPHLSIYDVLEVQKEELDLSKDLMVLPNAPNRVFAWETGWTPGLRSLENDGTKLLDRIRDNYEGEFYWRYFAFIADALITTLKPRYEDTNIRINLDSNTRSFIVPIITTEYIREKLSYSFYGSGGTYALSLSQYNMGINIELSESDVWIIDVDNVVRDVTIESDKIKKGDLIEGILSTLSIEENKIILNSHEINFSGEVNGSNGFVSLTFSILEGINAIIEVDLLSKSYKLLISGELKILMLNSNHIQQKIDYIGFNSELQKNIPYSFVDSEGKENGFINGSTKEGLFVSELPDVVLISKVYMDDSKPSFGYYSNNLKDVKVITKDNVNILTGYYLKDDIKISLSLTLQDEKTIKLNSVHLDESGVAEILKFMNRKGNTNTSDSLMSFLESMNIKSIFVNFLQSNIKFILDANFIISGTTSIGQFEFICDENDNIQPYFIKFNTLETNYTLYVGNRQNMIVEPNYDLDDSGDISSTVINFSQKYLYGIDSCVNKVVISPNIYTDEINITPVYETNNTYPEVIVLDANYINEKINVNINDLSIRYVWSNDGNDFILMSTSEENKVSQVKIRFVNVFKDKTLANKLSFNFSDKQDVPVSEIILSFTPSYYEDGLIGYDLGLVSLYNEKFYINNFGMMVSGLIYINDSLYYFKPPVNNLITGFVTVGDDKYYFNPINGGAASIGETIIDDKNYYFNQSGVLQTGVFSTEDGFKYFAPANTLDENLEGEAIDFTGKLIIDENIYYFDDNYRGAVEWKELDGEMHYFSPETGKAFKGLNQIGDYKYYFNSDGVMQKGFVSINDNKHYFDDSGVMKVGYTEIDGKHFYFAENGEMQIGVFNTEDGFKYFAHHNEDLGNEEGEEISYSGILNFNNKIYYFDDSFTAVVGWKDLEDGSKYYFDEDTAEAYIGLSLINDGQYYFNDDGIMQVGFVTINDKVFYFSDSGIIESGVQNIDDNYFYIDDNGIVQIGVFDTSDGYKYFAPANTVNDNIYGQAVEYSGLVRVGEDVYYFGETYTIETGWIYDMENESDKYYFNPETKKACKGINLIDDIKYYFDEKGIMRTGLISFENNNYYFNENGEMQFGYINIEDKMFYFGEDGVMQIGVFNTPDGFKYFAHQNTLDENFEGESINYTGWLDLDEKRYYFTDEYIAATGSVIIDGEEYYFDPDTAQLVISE
Active calls of the source: *; & = joins results of further samples.

SMILES | TcdB GH inh
CO[C@H](CN(C)S(=O)(=O)c1ccc(Cl)cc1)[C@@H](C)CN(Cc1ccccc1Cl)[C@@H](C)CO | -0.7
CC=Cc1ccc2n(c1=O)C[C@H]1[C@H](CO)[C@@H](C(=O)N(C)C)N(Cc3cccc(F)c3)[C@@H]21 (mixture of isomers) | -1.4
C[C@@H]1CCCCO[C@@H](CN(C)CC2CC2)[C@H](C)CN([C@@H](C)CO)C(=O)c2cc(NC(=O)Nc3ccc(F)cc3)ccc2O1 | 1.1
COCC(=O)Nc1ccc2c(c1)[C@@H]1C[C@H](CC(=O)N3CCOCC3)O[C@H](CO)[C@@H]1O2 | -0.7
C[C@H](CO)N1C[C@H](C)[C@H](CN(C)S(=O)(=O)c2ccccc2)Oc2c(cccc2N(C)C)C1=O | -1.7
C[C@H]1CN([C@@H](C)CO)C(=O)c2cccc(NC(=O)Nc3ccc(F)cc3)c2O[C@H]1CN(C)C(=O)Nc1ccc(C(F)(F)F)cc1 | -0.5
COCCNC(=O)c1cc2c(c(-c3cccc(C4=CCCC4)c3)n1)[C@H](CCO)N([S@@](=O)C(C)(C)C)C2 | 0.4
C[C@H](CO)N1C[C@H](C)[C@@H](CN(C)C(=O)CN(C)C)Oc2cc(C#CC3CC3)ccc2S1(=O)=O | -0.4
CCCN1C[C@H](C)[C@@H](OC)CN(C)C(=O)c2ccc(NC(=O)COC)cc2OC[C@@H]1C | -2.4
C[C@H]1CN([C@@H](C)CO)C(=O)c2cc(-c3ccncc3)cnc2O[C@H]1CN(C)C(=O)Nc1ccc2c(c1)OCO2 | 0.3
CCCC#Cc1cnc2c(c1)C(=O)N([C@H](C)CO)C[C@H](C)[C@H](CN(C)C(=O)c1cccc(F)c1)O2 | -0.2
C[C@@H]1CCCCO[C@H](CN(C)C(=O)CCC(F)(F)F)[C@@H](C)CN([C@H](C)CO)C(=O)c2cc(NS(C)(=O)=O)ccc2O1 | -0.8
CO[C@H]1CN(C)C(=O)c2ccc(NS(=O)(=O)c3cccc(F)c3)cc2OC[C@@H](C)N(Cc2cc(F)ccc2F)C[C@@H]1C | 0.9
CCc1cnc(N2[C@H](C#N)[C@H](c3ccc(-c4cccc(F)c4)cc3)[C@H]2CO)s1 | 0.1
COc1ccc(NC(=O)O[C@@H](c2ccc(OCCO)cc2)[C@@H](C)CCO)cc1 | 1.3
Cc1noc(C)c1S(=O)(=O)Nc1ccc2c(c1)C(=O)N([C@H](C)CO)C[C@@H](C)[C@H](CN(C)S(=O)(=O)c1cn(C)cn1)O2 | -0.2
O=C(C[C@@H]1C=C[C@@H](NC(=O)NC2CCCCC2)[C@H](CO)O1)NCc1ccc(Cl)cc1 | -6.3
COc1ccc2c3c([nH]c2c1)[C@H](CO)N(Cc1ccncc1)CC31CN(S(C)(=O)=O)C1 | -2.3
C[C@@H]1CCCCO[C@@H](CN(C)S(=O)(=O)c2ccc(Cl)cc2)[C@H](C)CN([C@H](C)CO)C(=O)c2cc(NC(=O)Nc3ccc4c(c3)OCO4)ccc2O1 | 0.2
COc1ccc(NC(=O)N(C)C[C@H]2OCCCC[C@H](C)Oc3ccc(NS(=O)(=O)c4cccs4)cc3C(=O)N([C@@H](C)CO)C[C@@H]2C)cc1 | -4.2
CC(=O)N[C@H]1CC[C@H](CCNC(=O)Nc2ccc(C(F)(F)F)cc2)O[C@@H]1CO | 1.0
COc1cccc(-c2cnc3c(c2)C(=O)N([C@@H](C)CO)C[C@@H](C)[C@@H](CN(C)C(=O)Nc2ccccc2F)O3)c1 | 1.0
COC(=O)/C=C1\OC(c2ccccc2)c2ccccc21 (configuration not stated) | 0.6
CC(C)CC#Cc1ccc2c(c1)O[C@H](CN(C)C(=O)C1CCCCC1)[C@@H](C)CN([C@@H](C)CO)S2(=O)=O | 0.2
N#C[C@H]1[C@H](c2ccccc2-c2ccccc2)[C@H](CO)N1C(=O)NC1CCCCC1 | -4.1
CCS(=O)(=O)N1[C@H](CO)[C@@H](c2ccc(C#CC(C)C)cc2)[C@@H]1C#N | 1.9
COc1ccccc1-c1ccc2c(c1)O[C@H](CN(C)C(=O)Nc1ccccc1)[C@@H](C)CN([C@H](C)CO)S2(=O)=O | 0.7
C[C@@H]1CN([C@@H](C)CO)S(=O)(=O)c2ccc(-c3ccncc3)cc2O[C@H]1CN(C)S(C)(=O)=O | 0.8
Cc1noc(C)c1C(=O)N(C)C[C@@H]1OCc2ccccc2-c2ccccc2C(=O)N([C@@H](C)CO)C[C@H]1C | -0.2
N#Cc1cccc(-c2ccc3c(c2)[C@@H]2[C@@H](CCN2S(=O)(=O)c2cccc(F)c2)[C@H](CO)N3)c1 | 0.3
CO[C@H]1CN(C)C(=O)c2ccc(NC(C)=O)cc2OC[C@@H](C)N(CC2CC2)C[C@@H]1C | 1.5
COc1cccc(C(=O)N2C[C@@H]3[C@H](c4ccccc42)[C@H](CO)N3C(C)=O)c1 | 0.1
O=C(c1ccncc1)N1C[C@H]2[C@@H](c3ccccc31)[C@H](CO)N2Cc1ccc(F)cc1 | -1.3
C[C@H](CO)N1C[C@H](C)[C@@H](CN(C)C(=O)Cc2ccccc2)OCc2cn(nn2)CCCC1=O | 0.4&0.1
O=C(c1ccccn1)N1CC2(C1)[C@H](c1ccccc1)[C@@H](CO)N2C(=O)C1CCCC1 | 0.9
CC(C)CC#Cc1ccc([C@H]2[C@H]3CN(C(=O)NC4CCCC4)CC(=O)N3[C@H]2CO)cc1 | 0.4
C[C@@H]1CN([C@@H](C)CO)C(=O)Cc2cc(NC(=O)C3CCCCC3)ccc2O[C@H]1CN(C)Cc1ccc(C(=O)Nc2ccccc2N)cc1 | -0.3
CN1CCN(C(=O)C[C@H]2C=C[C@H](NC(=O)Nc3ccccc3F)[C@@H](CO)O2)CC1 | 0.0
CC(C)C#Cc1ccc2c(c1)O[C@H](CN(C)C(=O)c1ccccn1)[C@H](C)CN([C@@H](C)CO)S2(=O)=O | 0.6
O=C(Nc1ccc2c(c1)OCO2)N[C@H]1CC[C@@H](CCNC(=O)C2CCC2)O[C@H]1CO | 1.3
Cc1ccc(S(=O)(=O)Nc2ccc3c(c2)C(=O)N([C@@H](C)CO)C[C@@H](C)[C@@H](CN(C)Cc2ccc(Cl)c(Cl)c2)O3)cc1 | -1.4
COc1ccc(S(=O)(=O)Nc2ccc3c(c2)CC(=O)N([C@@H](C)CO)C[C@@H](C)[C@H](CN(C)C(=O)Nc2c(C)noc2C)O3)cc1 | -0.2
COc1ccc(NC(=O)Nc2cccc3c2O[C@@H](CN(C)Cc2ccc(C(F)(F)F)cc2)[C@H](C)CN([C@H](C)CO)C3=O)cc1 | 0.5
COc1ccc(NC(=O)N(C)C[C@@H]2OCCCC[C@@H](C)Oc3ccc(NC(=O)Nc4ccc(C(F)(F)F)cc4)cc3C(=O)N([C@@H](C)CO)C[C@@H]2C)cc1 | -1.6
COc1ccccc1CNc1ccc2c(c1)OC[C@H](CC(C)C)NS2(=O)=O | 0.5
O=C(C[C@@H]1CC[C@@H](NS(=O)(=O)c2ccc(F)cc2)[C@@H](CO)O1)NCCN1CCCCC1 | 0.1
COc1ccc(CN(C)C[C@@H]2Oc3ccc(NS(=O)(=O)c4cccs4)cc3CC(=O)N([C@@H](C)CO)C[C@@H]2C)cc1 | 1.0
CNC[C@@H]1Oc2ccc(NS(C)(=O)=O)cc2CC(=O)N([C@H](C)CO)C[C@@H]1C | 0.2
COc1cccc(CNC(=O)C[C@H]2CC[C@@H](NS(=O)(=O)c3ccccc3OC)[C@H](CO)O2)c1 | 0.0
COCC(=O)N1C[C@H]2[C@@H](c3ccccc31)[C@@H](CO)N2C(=O)c1ccccc1F | -3.5
COCC(=O)Nc1ccc2c(c1)[C@H]1C[C@H](CC(=O)NCc3ccc4c(c3)OCO4)O[C@@H](CO)[C@H]1O2 | 0.2
CO[C@@H](CN(C)C(=O)c1ccccc1F)[C@H](C)CN([C@@H](C)CO)S(=O)(=O)c1ccccc1 | -2.8
Cc1ccccc1S(=O)(=O)N[C@@H]1CC[C@@H](CCn2cc(-c3ccccc3)nn2)O[C@H]1CO | -9.3
C[C@@H]1CN([C@H](C)CO)C(=O)c2cccc(NC(=O)Nc3cccc4ccccc34)c2O[C@H]1CN(C)C(=O)NC1CCCCC1 | -0.4
C[C@@H]1CN([C@H](C)CO)C(=O)c2cc(NC(=O)Nc3cccc4ccccc34)ccc2O[C@H]1CN(C)C(=O)NC1CCCCC1 | -1.1
COc1ccc(S(=O)(=O)N(C)C[C@H]2Oc3ccc(NC(=O)C4CC4)cc3CC(=O)N([C@@H](C)CO)C[C@@H]2C)cc1 | -0.2
C[C@H](CO)N1C[C@H](C)[C@@H](CN(C)Cc2ccc3c(c2)OCO3)OCCCC[C@H](C)Oc2ccc(NS(C)(=O)=O)cc2C1=O | 0.9
C[C@H](CO)N1C[C@H](C)[C@@H](CN(C)Cc2ccc(Cl)c(Cl)c2)OCCCC[C@H](C)Oc2ccc(NS(=O)(=O)c3ccccc3)cc2C1=O | -0.5
C[C@H](O)C#Cc1cnc2c(c1)C(=O)N([C@H](C)CO)C[C@@H](C)[C@H](CN(C)Cc1cncnc1)O2 | -0.3
CN(C[C@@H]1[C@@H](c2ccccc2)[C@H](CO)N1Cc1ccccn1)S(C)(=O)=O | -9.9

(cont.)
SMILES | TcdB GH inh
O=C(Nc1cc(F)ccc1F)N1CC(=O)N2[C@H](CO)[C@H](c3ccc(C#CC4CCCC4)cc3)[C@@H]2C1 | -0.1
O=C(CN1CCOCC1)N[C@H]1CC[C@@H](CCNS(=O)(=O)c2ccccc2F)O[C@H]1CO | 0.0
O=C(C(=O)N1CCC(Cc2ccccc2)CC1)c1ccccc1 | -6.1&0.5
C[C@H](CO)N1C[C@H](C)[C@H](CN(C)Cc2ccccc2)Oc2ncc(-c3cccc(C(F)(F)F)c3)cc2C1=O | -8.7
C[C@H]1CN([C@@H](C)CO)C(=O)c2cc(/C=C/c3ccccc3)cnc2O[C@@H]1CN(C)C(=O)C1CCCCC1 | 0.9
O=C(C[C@H]1CC[C@H](NC(=O)Nc2ccccc2F)[C@@H](CO)O1)NCc1ccc(Cl)cc1 | -0.1
C[C@@H](NC(=O)C[C@@H]1C=C[C@H](NC(=O)Nc2ccc3c(c2)OCO3)[C@H](CO)O1)c1ccccc1 | -0.5
COCC(=O)N(C)C[C@H]1Oc2cc(-c3ccncc3)ccc2S(=O)(=O)N([C@H](C)CO)C[C@@H]1C | -0.9
CC(=O)N(Cc1ccccc1)c1nccs1 | -0.4
C[C@@H]1CCCCO[C@H](CN(C)CC2CCCCC2)[C@H](C)CN([C@@H](C)CO)C(=O)c2cc(NC(=O)Nc3ccccc3)ccc2O1 | 0.7
CO[C@H]1CN(C)C(=O)c2cc(NC(=O)Nc3ccccc3)ccc2OC[C@@H](C)N(C(=O)CN(C)C)C[C@H]1C | 0.3
COc1cccc(S(=O)(=O)Nc2ccc3c(c2)[C@@H]2C[C@H](CC(=O)N4CCCCC4)O[C@@H](CO)[C@@H]2O3)c1 | 1.0
Cc1ccccc1-c1ccc([C@H]2[C@@H](CO)N3C(=O)CN(C(=O)Cc4ccccn4)C[C@@H]23)cc1 | -5.3
O=C(C[C@H]1CC[C@H]2NC[C@H](O)COC[C@@H]2O1)Nc1nccs1 | 0.9
COc1ccc2c3c(n(C)c2c1)[C@@H](CO)N(C(=O)C1CC1)CC31CCN(C)CC1 | 0.6
COCC(=O)N1[C@@H]2c3ccc(-c4cccnc4)c(=O)n3C[C@@H]2[C@@H](CO)[C@@H]1C(=O)Nc1ccccc1 | -0.3
Cc1ccccc1S(=O)(=O)N1CC(=O)N2[C@@H](CO)[C@@H](c3ccc(C#CC4CC4)cc3)[C@@H]2C1 | 0.0
CN(C)C(=O)c1cccc(-c2ccc(C3[C@H]4CNC[C@@H]3N4Cc3nccs3)cc2)c1 (some centres not stated) | 1.0&-0.6
CCCN(C)C[C@@H]1OCc2cn(nn2)CCCC(=O)N([C@H](C)CO)C[C@@H]1C | -2.0
COCC(=O)Nc1ccc2c(c1)[C@@H]1C[C@H](CC(=O)NCc3ccccc3)O[C@H](CO)[C@@H]1O2 | 0.2
CCC(=O)N(C)C[C@@H]1[C@H](c2ccc(C3=CCCC3)cc2)[C@H](CO)N1C(=O)CC | 0.3
C[C@H](NC(=O)C[C@@H]1C[C@@H]2c3cc(NC(=O)C4CCOCC4)ccc3O[C@@H]2[C@H](CO)O1)c1ccccc1 | -1.4
COc1ccc(NC(=O)N(C)C[C@@H]2Oc3ncc(C#CC(C)C)cc3C(=O)N([C@H](C)CO)C[C@@H]2C)cc1 | 1.8

This is a subset (hit frequency here may not be typical).
